Compound activity from PubChem.
ERK EGF block = blocks ERK signaling stimulated by EGF; HEK293-V1b, EGF-stimulated phospho-ERK AlphaScreen; Potency, µM (top dose mostly 11.5 µM), for inactives: at the top dose activity change, negative = inhibition, hits mostly inhibitors; 0.41% of 130,000 active; active means well fitted inhibition curve with a large enough effect; inconclusive means small, poorly fitted or top-dose-only effect, or effect the other way;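 further: plate controls were stimulated vehicle wells for no effect and unstimulated vehicle basal for full effect; nearly all actives have a fitted effect of over 55% in size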
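Concentration-response of compounds against EGF-driven ERK phosphorylation in V1b-expressing HEK293 cells; 30 min preincubation, 5 min EGF, AlphaScreen detection; Normalized to DMSO basal and 25 nM EGF.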
The depositor's hits bear a star; u = inconclusive; & = joins results of further samples; [ ] = another dose, or the depositor's remark. Potency means the concentration at half of the fitted maximal effect. This is a subset; the hit share may differ from the screen's.

SMILES	ERK EGF block
COc1cc2cc(CN(CCCN3CCOCC3)C(=O)Nc3ccc(F)cc3)c(=O)[nH]c2cc1OC	4%
O=[N+]([O-])c1ccc(N/N=C/c2ccc(OCc3cccc4ccccc34)cc2)nc1	5%
C#CCn1c(O)c(N=NC(=O)C(O)c2ccccc2)c2ccccc21 (stereo not drawn)	3%[57.5 µM]
O=C(O)COc1c(-c2ccco2)oc2ccccc2c1=O	2%
C/C(Cn1nnc([N+](=O)[O-])n1)=N\NC(=O)c1ccncc1	-10%
Cc1ccc2nsnc2c1NC(=O)c1ccc([N+](=O)[O-])cc1	2%
O=C(NCCc1ccccc1)C1CCN(C(=O)NCc2ccccc2)CC1	-3%
c1cc2c(cc1C1CCCCC1)c1c3n2CCN[C@H]3CCC1	8%
CC(C)CC(=O)NS(=O)(=O)c1ccc(N)cc1	9%
COc1ccc(NC(=O)Cn2nc(C(F)(F)F)c3c2CCCC3)cc1OC	3%
COc1cc(/C=N/NC(=O)CCN2CCN(Cc3ccccc3)CC2)cc(OC)c1OC	2%
Cn1c(=O)c(=O)n(C)c2cc(S(=O)(=O)N3CC(=O)N(CCc4ccccc4)C(=O)C3)ccc21	0%[57.5 µM]
CCOC(=O)C(C)NC(=O)Cn1ncc2c(=O)oc3ccc(C)cc3c21 (stereo not drawn)	-1%[57.5 µM]
CN(C)C(=O)c1cn(-c2ccccc2)nc1-c1cccc([N+](=O)[O-])c1	-6%
CC(=O)c1cccc(NC(=O)C(C)N(C)CC(=O)Nc2ccc(Cl)cc2)c1 (stereo not drawn)	2%[57.5 µM]
COc1ccc(CC(=O)N2CCc3cc(OC)c(OC)cc3C2O)cc1OC (stereo not drawn)	-9%[57.5 µM]
CC(=O)c1ccc(N=Nc2ccc(N)cc2)cc1	-3%[57.5 µM]
Cc1ccc(C(=O)OC2CCCN(C)C2)cc1 (stereo not drawn)	-12%
C[C@@H](C(=O)NCC1CC1)[C@H]1C[C@]1(C)[C@H](NC(=O)OCc1ccccc1)c1ccccc1	-2%&-5%
Cc1ccc(C)c(NC(=S)Nc2ccc(S(=O)(=O)Nc3ncccn3)cc2)c1	-5%
CC(=O)N[C@@H](Cc1c[nH]c2ccccc12)C(=O)OCC(=O)Nc1ccc(Cl)c(S(=O)(=O)N(C)C)c1	18%
c1ccc(-c2csc(N3CCSCC3)n2)cc1	1%
Nc1ccc2c(c1)Oc1ccccc1C=C2	5%
Cc1cc(C)c2c(N)c(C(=O)NN3CC(=O)N(c4ccccc4)CC3=O)sc2n1	1%[57.5 µM]
CCOC(=O)C1CCN(CC(=O)Nc2ccc(OC)c(Cl)c2)CC1	-3%
Cc1ccc2[nH]c(C(=O)O)c(NC(=O)c3ccccc3[N+](=O)[O-])c2c1	-3%
Cc1cccc(N2CCN(C(=O)c3cc(C)oc3C)CC2C)c1 (stereo not drawn)	9%
CCc1c(C)nc(SCC(=O)N2CCN(c3ccccc3)CC2)[nH]c1=O	8%
CC(=O)Nc1ccc(/C=N/Nc2ccc(C(=O)c3c(C)cc4ccccn34)cc2[N+](=O)[O-])cc1	-15%[57.5 µM]
Cc1cc(Cl)ccc1N=C1N=C(N)c2ccccc21	6%
CC(=O)NNC(=O)CCn1nnc(-c2ccc(Cl)cc2)n1	9%
c1ccc(CC2CCCNC2)cc1 (stereo not drawn)	1%
CCOC(=O)C1CCN(C(=S)Nc2ccc(C)cc2)CC1	-3%
Cc1ccc(C(=O)Nc2cccc(-c3nc4ncccc4o3)c2)cc1	2%[57.5 µM]
CSc1ccc(Cn2nnc(C(=O)NCCc3ccc(Cl)cc3)c2N)cc1	-1%[57.5 µM]
CCN(CC)c1ccc(/C=N\NC(=O)c2cccc3cc[nH]c23)cc1	-15%[57.5 µM]
Nc1nc(-c2ccccc2)c(-c2ccccc2)o1	-9%[57.5 µM]
COc1ccc(CC(=O)O/N=C(\N)Cc2cccc3ccccc23)cc1	7%
Cc1cc2c(cc1C)NC1=C(N2)OC(c2cccc(O)c2)C1=O (stereo not drawn)	2%[57.5 µM]
COCCCNC(=O)CC1C(=O)N(Cc2ccccc2)C(C)c2nc3ccccc3n21 (stereo not drawn)	-3%
O=C(COc1ccc([N+](=O)[O-])cc1)NCc1ccncc1	2%
Cc1ccc(C(=O)N2CCN(c3ncnc4c(-c5ccccc5)nsc34)CC2)cc1	-6%
N#CC(C#N)=Cc1cc2ccccc2nc1N1CCCCC1	26%
O=C(Oc1cccnc1)c1ccc([N+](=O)[O-])cc1	-1%
CCCOc1ccc2nc(C)c(CCC)c(SC(=N)N)c2c1	-1%[57.5 µM]
CCOC(=O)CN(C(=O)c1ccccc1[N+](=O)[O-])C(C)(C)C	6%[57.5 µM]
Cc1nc2ccccc2nc1CN1CCC(CO)(CC2CCCCO2)CC1 (stereo not drawn)	-1%
O=C(O)c1ccccc1C(=O)Nc1ccc(-n2ccc(C(F)(F)F)n2)cc1	-21%[57.5 µM]
CC[n+]1ccc(C)c2cc(SC(F)(F)F)ccc21	-1%
Cc1cc2ccccn2c1C(=O)c1cccc([N+](=O)[O-])c1	6%

Further records follow.
SMILES	ERK EGF block
COc1ccc(NS(=O)(=O)c2ccc(N3CCCC3=O)cc2)cn1	0%
CC1(C)C(CO)=CC(=O)C2=C1SCC(=O)N2	1%
C=CCC1C=CCC(CC=C)N1C(=O)c1ccccc1[N+](=O)[O-] (stereo not drawn)	-3%
Cc1ccc(OCC(=O)Nc2ccc(N3CCOCC3)cc2)c([N+](=O)[O-])n1	3%
CCCCOCC(O)CCc1n[nH]c(=S)n1-c1ccccc1 (stereo not drawn)	0%
COc1ccc([C@@H]2C[C@@H](c3ccccc3)Oc3cc(C)cc(C)c32)cc1	-9%[57.5 µM]
Cc1ccc2nc(SC(C)C(=O)N3CCCC3)[nH]c2c1 (stereo not drawn)	2%
Cc1csc2ncc(C(=O)NCc3ccccc3Cl)c(=O)n12	-3%
Cc1cccc2c1-c1sc(C(=O)N3CCc4ccccc4C3)cc1CO2	u
O=C(CCC(=O)OCC(F)(F)C(F)F)Nc1ccc(F)cc1F	2%
COc1cccc(-n2nnc3c(=O)n(CC(=O)Nc4ccc(C)cc4)cnc32)c1	0%
COC(=O)c1ccc(NC(=S)NCCCN2CCCC2=O)cc1	-5%
CC(C)c1ccccc1NC(=O)c1ccc(CN(c2ccccc2)S(=O)(=O)c2ccccc2)cc1	9%
COc1ccc(C(=O)C2CCCN(C(=O)CCc3ccccn3)C2)c(C)c1 (stereo not drawn)	8%
O=C(NNC1=C(C(=O)C(F)(F)F)CCC1)c1cccnc1	-12%
c1cc(Nc2cccc3nccnc23)c2nccnc2c1	7%
Cc1cc(-n2cnc(-c3cn(C)nc3C)n2)no1	5%[57.5 µM]
CCOCCCNC(=S)NCCCNc1nc2c(C)c(C)ccc2cc1C#N	-11%
Cc1csc(NC(=O)c2ccco2)c1C(=O)c1ccccc1	-4%[57.5 µM]
O=C(Cc1ccc([N+](=O)[O-])cc1)Nc1ccc2c(c1)OCO2	-9%
CCOC(=O)N1CCN(S(=O)(=O)c2ccc(C)c([N+](=O)[O-])c2)CC1	25%
CCOc1ccc(/C=C/C(=O)C(C(N)=O)=C2SCCS2)cc1	-3%
O=C(c1cc2c(s1)-c1ccccc1S(=O)(=O)C2)N1CCCC1	-6%[57.5 µM]
CCC(CO)[n+]1c(C)cc(/C=C2\Sc3ccccc3N2Cc2ccccc2)cc1C (stereo not drawn)	4%
C[C@H](NC(N)=O)C(=O)Nc1ccc2c(c1)OCO2	4%[57.5 µM]
O=C(CSc1nnc(Nc2ccccc2)s1)Nc1cccnc1Cl	5%
O=C(O)/C=C/C(=O)Nc1ccc(OC(F)F)cc1	-4%
CCOC(=O)c1c(NC(=S)N2CCN(C)CC2)sc2c1CCN(C(=O)OCC)C2	6%[57.5 µM]
CS(=O)(=O)NCCOc1ccc(S(=O)(=O)NCCOc2ccccc2)cc1	26%
O=C(N/N=C/c1cn(-c2ccccc2)nc1-c1cccnc1)c1cccnc1	-2%

Already shown: an excerpt of the list.
SMILES	ERK EGF block
O=C(NNC1=C(C(=O)C(F)(F)F)CCC1)c1cccnc1	-12%
c1cc(Nc2cccc3nccnc23)c2nccnc2c1	7%
Cc1cc(-n2cnc(-c3cn(C)nc3C)n2)no1	5%[57.5 µM]
CCOCCCNC(=S)NCCCNc1nc2c(C)c(C)ccc2cc1C#N	-11%
Cc1csc(NC(=O)c2ccco2)c1C(=O)c1ccccc1	-4%[57.5 µM]
O=C(Cc1ccc([N+](=O)[O-])cc1)Nc1ccc2c(c1)OCO2	-9%
CCOC(=O)N1CCN(S(=O)(=O)c2ccc(C)c([N+](=O)[O-])c2)CC1	25%
CCOc1ccc(/C=C/C(=O)C(C(N)=O)=C2SCCS2)cc1	-3%
O=C(c1cc2c(s1)-c1ccccc1S(=O)(=O)C2)N1CCCC1	-6%[57.5 µM]
CCC(CO)[n+]1c(C)cc(/C=C2\Sc3ccccc3N2Cc2ccccc2)cc1C (stereo not drawn)	4%
C[C@H](NC(N)=O)C(=O)Nc1ccc2c(c1)OCO2	4%[57.5 µM]
O=C(CSc1nnc(Nc2ccccc2)s1)Nc1cccnc1Cl	5%
O=C(O)/C=C/C(=O)Nc1ccc(OC(F)F)cc1	-4%
CCOC(=O)c1c(NC(=S)N2CCN(C)CC2)sc2c1CCN(C(=O)OCC)C2	6%[57.5 µM]
CS(=O)(=O)NCCOc1ccc(S(=O)(=O)NCCOc2ccccc2)cc1	26%
O=C(N/N=C/c1cn(-c2ccccc2)nc1-c1cccnc1)c1cccnc1	-2%

New compounds follow:
SMILES	ERK EGF block
CCOc1ccc(NC(=S)Nc2ccccc2C2(C)CC2)cc1	-2%
Cc1ccc(C)c(C(=O)OCC(=O)Nc2cccc(S(=O)(=O)NC3=NCCCCC3)c2)c1	-1%
O=C(/C=C/c1ccc2c(c1)OCO2)NCc1ccco1	-3%
COc1ccc(NC(=S)NNC(=O)CCn2cc([N+](=O)[O-])cn2)cc1	-8%
C=CCOC(=O)C1=C[C@H](c2ccc(C(F)(F)F)cc2)[C@@H](CCCO)[C@H](OCC)O1	-6%[57.5 µM]
O=c1cc([O-])[n+]2c3n1CCCN3CCC2	-2%
O=C1N=c2ccccc2=C1c1sc(NS(=O)(=O)c2ccccc2)nc1O	u
COC(=O)c1ccc(/C=N/Nc2nc(-c3ccc(C)cc3)cs2)cc1	-8%
COc1ccccc1C1/C(=C(/O)c2ccc(C)cc2)C(=O)C(=O)N1CCN1CCOCC1 (stereo not drawn)	-8%
CC1Cc2ccccc2N1C(=S)NC(=O)c1ccco1 (stereo not drawn)	5%
CC(=O)c1cccc(NC(=O)C(CC(C)C)NC(=O)C2CCCCC2)c1 (stereo not drawn)	6%
Cc1cn2c(N)c(C=C3C=C(Cl)C(=O)C(Cl)=C3)c(=O)nc2s1	-2%
COc1ccc(C(=O)Nc2sc(C(=O)N(C)C)c(C)c2C#N)cc1[N+](=O)[O-]	10%
COc1cccc(NC(=O)CN(C)CC(=O)Nc2ccccc2-c2ccccc2)c1	3%
CC1(C)CC(=O)C(C=NCC2CCN(C(=S)Nc3cccc(Cl)c3)CC2)=C(O)C1	-5%
CCCCOC(=O)c1ccc(NC(=O)c2nn(C)cc2Br)cc1	4%
CCOC(=O)C(O)(CC(=O)Nc1ccc(Cl)cc1Cl)C(F)(F)F (stereo not drawn)	-1%
Cc1nn(-c2ccccc2)cc1/C=N/NS(=O)(=O)c1ccccc1	-3%
O=C(Cn1ncc2c1-c1ccccc1OC2)N1CCN(Cc2ccccc2)CC1	-14%[57.5 µM]
Cc1nc(NC(C)c2ccccc2)sc1C(=O)Nc1ccccc1 (stereo not drawn)	9%
Cc1noc(C)c1COc1ccc(CC(=O)NCCc2ccccc2)cc1	-7%[57.5 µM]
FC(F)(F)c1ccc(Cl)c(NC(=S)N/N=C/c2ccccc2Cl)c1	8%[57.5 µM]
O=C(C1=C[C@H](C2CCCCC2)C[C@H](OCc2ccc(CO)cc2)O1)N1CCOCC1	0%[57.5 µM]
CCCSc1nc2c(c(=O)n(C)c(=O)n2C)n1C	4%[57.5 µM]
C=CCOc1ccc(C2CC(C)=NN2c2ccccc2)cc1 (stereo not drawn)	7%
CC(=O)NCCn1c(SCC(=O)NC2CCCCC2)nc2ccccc2c1=O	5%
COc1cc(OC)c(OC)cc1/C=N/NC(=O)CCc1c(C)n[nH]c1C	3%[57.5 µM]
Cc1ccc(S(=O)(=O)N2c3ccccc3OCC2C(C)(C)C)cc1 (stereo not drawn)	0%
CC(C)(C)c1ccc(NC(=O)COC(=O)c2ccc(NS(=O)(=O)c3ccc(F)c(F)c3)cc2)cc1	-1%
Cc1ccccc1NC(=O)C1CC(=O)OC12CCOC(C)(C)C2 (stereo not drawn)	39%
Cc1oc(C(C)(C)C)cc1C(=O)NC(Cc1ccccc1)C(=O)O (stereo not drawn)	0%
Cn1cc([N+](=O)[O-])c(C(=O)NCC(=O)O)n1	8%
Cc1ccccc1NC(NC(=O)OCCn1c([N+](=O)[O-])cnc1C)C(Cl)(Cl)Cl (stereo not drawn)	-1%
CN(C)/C=C(/C(=O)c1ccccc1)n1cncn1	-7%
COc1ccc(/C=C(\C#N)C(=O)OCC(=O)NCc2ccc(Cl)cc2)cc1	-7%
COc1cc(NC(=O)O[C@@H]2C(=O)c3cc(Br)ccc3O[C@H]2c2ccc3c(c2)OCO3)cc(OC)c1OC	-2%
CN1CCN(C(=S)NC(=O)c2ccc(Cl)cc2)CC1	4%
COCC(=O)OCC(=O)N1N=C(c2ccc(Cl)cc2)CC1c1ccco1 (stereo not drawn)	6%
